ALOX12 inh = inhibitors of human 12S-lipoxygenase ALOX12; P18054; hit rate 1.1% among 580,000; purified 12hLO, xylenol orange hydroperoxide absorbance; AID 1671190; Potency, µM (top dose mostly 108 µM), inactives show top-dose activity change, negative = inhibition, hits mostly inhibitors; further: potency means the concentration at half of the fitted maximal effect; on the % scale 0 is the no-effect control and ±100 the full control effect
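Hydroperoxide product was detected by ferrous iron/xylenol orange as the 573 to 405 nm absorbance ratio. Arachidonic acid at 40 uM (final) was turned over for 30 min at room temperature by 150 nM human 12hLO, pH 7.0 Hepes buffer, after 15 min compound preincubation.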
ERG Ets-DNA blk = blocks human ERG Ets domain binding to DNA; P11308; fluorescence polarization, His-ERG Ets domain / labelled DNA; Potency, µM (top dose mostly 76.9 µM), without a hit: at the highest dose FP activity, negative = inhibition, most hits filed as inhibitors; hit rate 0.028% among 370,000; AID 624246; active means well fitted inhibition curve with a large enough effect in the polarisation, with a control signal flat; inconclusive means small, poorly fitted or top-dose-only effect, or effect the other way, or a change in a side signal; inactive means no such curve, though single readings can be large or run the other way; the % refers to the polarisation;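 further: polarization taken with two DNA probes labelled with fluorescein and Texas red; potency means the concentration at half of the fitted maximal effect; % of control where 0% means no effect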
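His-tagged ERG Ets domain (1 uM in the protein solution; 300mM KCl, 50mM Tris-HCl, 1mM EDTA, 1mM DTT, pH 7.5) received compound, then a probe mix of 5 nM fluorescein-DNA and 100nM Texas-615-DNA. Fluorescence polarization was read for both dyes.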
Vif-APOBEC3F blk = Vif-A3F binding inhibition; HeLa A3F-eYFP + Vif (tagged APOBEC3F with the HIV-1 protein that degrades it), YFP fluorescence increase; Potency, µM (highest dose often 46.1 µM), for inactives: top-dose activity, negative = active; hit rate 0.2% among 390,000; further: potency means the concentration at half of the fitted maximal effect; % of control where 0% means no effect; nearly all actives have a fitted effect of over 65% in size
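HeLa cells stably expressing A3F-eYFP plus Vif, plated and incubated overnight at 37 deg C, then exposed to compounds overnight at 37 deg C. Blocked degradation read as raised yellow fluorescence (Ex 488/Em 500-530).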
D2 antag = antagonizes the human D2 dopamine receptor; P14416; HEK293 TREx D2 cells, calcium flux, dopamine EC80; inhibition, % at 10 µM; hit rate 2% among 340,000; AID 485344; in the data active means inhibition above about 30%; further: 0% is about no effect
Target sequence (P14416 whole entry, looked up): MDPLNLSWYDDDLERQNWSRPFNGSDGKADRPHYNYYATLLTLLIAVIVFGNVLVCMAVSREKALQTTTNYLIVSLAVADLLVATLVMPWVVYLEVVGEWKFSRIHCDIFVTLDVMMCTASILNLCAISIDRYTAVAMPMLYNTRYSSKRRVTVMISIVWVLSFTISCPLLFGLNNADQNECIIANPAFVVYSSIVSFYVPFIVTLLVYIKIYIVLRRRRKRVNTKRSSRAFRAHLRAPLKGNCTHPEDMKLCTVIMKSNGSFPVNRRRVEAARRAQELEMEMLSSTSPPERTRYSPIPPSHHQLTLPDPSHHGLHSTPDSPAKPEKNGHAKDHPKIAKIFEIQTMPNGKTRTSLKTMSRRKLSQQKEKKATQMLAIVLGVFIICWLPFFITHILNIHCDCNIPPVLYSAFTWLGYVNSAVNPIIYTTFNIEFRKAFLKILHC
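Tetracycline-induced HEK293 T-REx cells expressing D2 force-coupled to calcium signalling were dye-loaded, exposed to compound for 180 s, then challenged with an EC80 of dopamine; calcium flux was followed kinetically for a further 180 s.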
Vif-A3G inh = inhibitors of Vif-APOBEC3G interaction; HeLa A3G-eYFP + Vif (tagged APOBEC3G with the HIV-1 protein that degrades it), YFP fluorescence, overnight; Potency, µM (doses to about 46.1 µM), inactives show at the highest dose activity, negative = active, most hits filed as inhibitors; hit rate 0.076% among 410,000;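 further: potency means the concentration at half of the fitted maximal effect; on the % scale 0 is the no-effect control and ±100 the full control effect; nearly all actives have a fitted effect of over 60% in size; hits raise eYFP signal because A3G escapes Vif-driven loss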
Target sequence (Q9HC16 whole entry, looked up): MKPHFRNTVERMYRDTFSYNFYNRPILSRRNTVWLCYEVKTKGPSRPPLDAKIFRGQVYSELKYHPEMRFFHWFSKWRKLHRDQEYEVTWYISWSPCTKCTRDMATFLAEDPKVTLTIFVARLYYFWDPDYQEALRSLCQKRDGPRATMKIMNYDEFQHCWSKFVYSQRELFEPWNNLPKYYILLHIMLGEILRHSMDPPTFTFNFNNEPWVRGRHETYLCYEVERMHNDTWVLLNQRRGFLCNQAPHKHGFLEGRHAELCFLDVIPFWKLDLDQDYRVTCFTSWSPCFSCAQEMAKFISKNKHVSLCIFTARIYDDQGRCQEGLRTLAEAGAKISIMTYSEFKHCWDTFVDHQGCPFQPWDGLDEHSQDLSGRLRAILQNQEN
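HeLa cells stably expressing Vif and C-terminally eYFP-tagged A3G, seeded overnight at 37 deg C, then exposed to compound by pintool overnight at 37 deg C. Rise in yellow fluorescence (Ex 488/Em 500-530, Acumen) marks blocked Vif-driven A3G degradation.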
RGS4 inhibitor = blocks human RGS4-accelerated GTP hydrolysis; Transcreener GDP fluorescence polarization, RGS4-accelerated GTP hydrolysis; Potency, µM (highest dose often 114 µM), inactives show at the highest dose activity change, negative = inhibition, usual class: inhibitors; hit rate 0.039% among 390,000; AID 504845; further: potency means the concentration at half of the fitted maximal effect; on the % scale 0 is the no-effect control and ±100 the full control effect; nearly all actives have a fitted effect of over 75% in size; some results filed as inactive show a strong effect at the top dose
Target sequence (P49798 whole entry, looked up): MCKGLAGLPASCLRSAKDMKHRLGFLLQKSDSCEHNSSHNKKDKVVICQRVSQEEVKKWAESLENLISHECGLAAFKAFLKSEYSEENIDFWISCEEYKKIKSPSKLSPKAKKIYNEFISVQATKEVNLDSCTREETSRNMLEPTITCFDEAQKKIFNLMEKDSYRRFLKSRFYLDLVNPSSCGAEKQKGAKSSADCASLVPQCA
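MLSMR compounds (23 nl, pin-transferred) preincubated 10 min at room temperature with a 500nM (2x) first reagent, then RGS4 at 900nM (2x) plus Transcreener GDP mix added; fluorescence polarization (620/688 nm) read before and after 90 min at 30 °C.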
GRP78 ERSR act = inducers of ER stress response in human glioma cells. U87-MG GRP78 promoter luciferase reporter, 16 h. Potency, µM, without a hit: at the top dose activation, actives largely listed as activators. hit rate 0.02% among 420,000; further: potency means the concentration at half of the fitted maximal effect; series mostly up to about 76 µM; % of control where 0% means no effect; nearly all actives have a fitted effect of over 35% in size
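Stably transfected U87-MG human glioma cells carrying a GRP78-based luminescent sensor were seeded at 1000 cells/well, pin-dosed with compounds and incubated 16 h. Luciferase reagent was then added, and end-point luminescence was read after 10 min at room temperature.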
LDHA block = LDHA (human) enzyme inhibition | P00338 | purified LDHA, NADH/diaphorase-resazurin fluorescence; hits give low values | activity change, % (values are at about 110 or 230 µM) | hit rate 0.15% among 480,000; in the data active means activity change below about -30%; inconclusive means mostly about -25% to -30%;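 further: plate controls were DMSO wells for no effect and wells without enzyme for full effect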
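Human LDH5 (2 nM) was incubated with 0.06 mM NADH and 0.2 mM pyruvate for 5 min at room temperature in Tris pH 7.4. Remaining NADH was coupled through diaphorase/resazurin, and resorufin fluorescence was read at 0 and 20 min.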
D2 agonist = activates the human D2 dopamine receptor; activation, % at 2 µM; hit rate 0.53% among 340,000; HEK293 T-REx D2 cells, calcium flux agonist mode; AID 485358;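 active means activation over 3 SD above normal in the single-dose calcium agonist read, cut at about 30% in these data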; further: 0% is about no effect
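Calcium-flux readout, 1 cycle/sec over 180 s following compound pin transfer, in inducible HEK293 Trex D2 cells (force-coupled); dopamine controls included. Positive calcium responses during this window marked compounds as potential agonists.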
* hit, by the source's call; i = inactive; ? = inconclusive; nt = not tested or not shown; & = joins results of further samples; [ ] = dose if it differs, or a comment. Unless noted, the call rests on the fitted dose curve; in most records, active means well fitted curve in the direction sought with a large enough effect; inconclusive means small, poorly fitted or top-dose-only effect, or another doubt; inactive means no such curve, though single readings can be large; an effect the other way counts as inactive or inconclusive.

Under each structure: ALOX12 inh	ERG Ets-DNA blk	Vif-APOBEC3F blk	D2 antag	Vif-A3G inh	RGS4 inhibitor	GRP78 ERSR act	LDHA block	D2 agonist
Cc1ccc2oc(=O)n(CCCOc3ccccc3Cl)c2c1
→ -3.3%	-3.1%	2.0%	nt	0.9%	-5.4%	-0.8%	9.9	nt
CCOC(=O)c1c(CSc2ccc(C)cc2)n(C)c2cc(Br)c(O)c(CN(C)C)c12
→ ?	1.5%	0.4%	-0.7	-1.2%	12.3%	-7.0%	1.9	-1.0
CC(=O)c1cccc(NC(=O)c2cc(Cl)sc2Cl)c1
→ -8.1%	-3.2%	-7.4%	-4.6	-0.1%	-27.6%	-0.3%	-1.5	-1.1
C=CCN(c1ccccc1)S(=O)(=O)c1cc(C(=O)NC2=NCCS2)ccc1Cl
→ -6.9%	10.6%	11.4%	1.9	1.3%	11.9%[56.9 µM]	-0.6%	-0.1	0.8
Cc1[nH]nc(Nc2ccc(C(C)C)cc2)c1[N+](=O)[O-]
→ ?	8.1%	-13.7%	7.8	-4.9%	-8.7%	?	-9.3	-0.9
COC(=O)C1=C(C)Nc2c(c(=O)n(C)c(=O)n2C)C1c1ccncc1 (stereo not given)
→ -2.3%	0.4%	-9.4%	-12.0	2.0%	8.0%	-3.6%	-6.7	1.8
C=CCn1nnnc1SCC(=O)Nc1ccc(OC)cc1
→ -0.9%	-0.1%	-3.7%	-10.1	-2.4%	12.7%	1.1%	1.0	1.1
CC[C@]1(O)CC2CN(CCc3c([nH]c4ccccc34)[C@@](C(=O)OC)(c3cc4c(cc3OC)N(C=O)[C@H]3[C@@](O)(C(=O)OC)[C@H](OC(C)=O)[C@]5(CC)C=CCN6CC[C@]43[C@@H]65)C2)C1 (stereo not given in full)
→ 12.7%	17.3%	-0.6%	-17.8	-33.6%	-0.1%	-3.6%	-3.8	1.2
O=C(CCc1ccccc1)Nc1cccc(NC(=O)CCc2ccccc2)c1
→ 12.7%	-9.0%	1.9%	3.1	2.1%	2.6%	-2.3%	1.3	0.7
O=C(CCn1cnc2ccccc2c1=O)Nc1cccc(Cl)c1Cl
→ -1.3%	13.5%	-3.8%	-6.8	-2.2%	-10.1%	-2.7%	-6.6	-0.7
CC(C)(C)C(=O)Nc1ccc(C(=O)N/N=C/C2CC3C=CC2C3)cc1 (stereo not given)
→ -2.5%	-2.8%	-7.1%	7.2	-2.7%	5.8%	-3.0%	-3.2	-0.1
O=C(O)C1CCCNC1 (stereo not given)
→ nt	2.9%	1.9%	6.4	-1.1%	-10.7%[56.9 µM]	1.6%&-0.6%&-4.9%	-18.0	-1.8
O=C(N(c1ccccn1)c1ccccn1)C12CC3CC(CC(C3)C1)C2
→ ?	4.0%	3.5%	-7.6	-4.7%	-5.6%	11.4%	-6.7	-2.1
NC1=NC(c2cc(F)cc(F)c2)n2c(nc3ccccc32)N1 (stereo not given)
→ 0.0%	?	-0.1%	nt	-6.1%	-0.7%	-1.0%	-8.8	nt
O=C(c1cc2ccccn2n1)N1CCN(Cc2ccccc2)CC1
→ ?	-7.5%	8.1%	11.2	1.1%	-23.9%	1.2%	-0.7	1.2
CCCC(=O)Nc1ccc(C(=O)NCc2ccccc2Cl)cc1
→ -6.5%	-10.2%	2.8%	-13.6	-9.4%	-11.4%	1.1%	-7.8	0.1
CCN(CC)S(=O)(=O)c1ccc(O)c(NS(=O)(=O)c2ccccc2F)c1
→ -10.2%	2.3%	-5.2%	-14.3	-3.0%	?	-3.3%	10.5	-1.0
Cc1ccc(CCNC(=O)C2CCN(c3nnc(-n4cccc4CNc4ccc(C)cc4)s3)CC2)cc1
→ -12.6%	0.4%	nt	nt	nt	29.4%	nt	1.9	-0.4
Nc1nonc1-n1nnc(C(=O)N/N=C/c2ccc(OCc3ccccc3F)cc2)c1CN1CCCCC1
→ 3.0%	-0.3%	-6.2%	15.6	-1.2%	-7.9%	8.8%	-3.2	0.1
COc1ccc(OCC(=O)Nc2cc(C)c(Cl)cc2OC)c([N+](=O)[O-])c1
→ -10.6%	3.0%	-7.3%	3.5	1.5%	-4.6%	2.5%	-6.7	0.6
Cc1nnc(SCC(=O)N2CCCCCC2)n(N)c1=O
→ -4.0%	3.7%	-4.2%	-7.1	0.0%	26.6%	2.0%	-3.2	15.9
CC(=O)OC1c2ccccc2C(=O)N1Cc1ccccc1 (stereo not given)
→ -10.7%	2.9%	-19.6%	-10.9	3.7%	14.3%	-3.9%	-12.2	-0.8
CCn1cc(C(=O)NCCc2ccc(Cl)cc2)c(=O)c2cc(S(=O)(=O)N3CCC(C)CC3)ccc21
→ ?	1.4%	-0.4%	nt	-0.7%	12.5%	-0.7%	4.9	0.1
Cc1ccc(S(=O)(=O)N2C[C@H]3N(C(=O)OC(C)C)N(C(=O)OC(C)C)C[C@H](OC(=O)NCc4ccco4)[C@@]3(O)C2)cc1
→ 1.3%	nt	-14.3%	nt	0.8%	nt	-1.1%	-0.2	nt
Cc1cc(C2=NNC(=NCc3ccccc3)SC2)c(C)n1-c1c(C)n(C)n(-c2ccccc2)c1=O
→ -25.1%	-1.6%	-6.9%	-5.7	-0.4%	-41.7%	-6.0%	1.4	0.5
COCCNC(=O)CN1CCN(C(c2ccccc2)c2ccccc2)CC1
→ -19.9%	nt	-1.4%	nt	0.5%	7.6%	-2.0%	-18.3	nt
CCOc1ccc(CCNC(=O)c2[nH]c(C)c(C(C)=O)c2CC)cc1OCC
→ -17.5%	-2.3%	12.1%	-8.9	-1.7%	8.9%	-4.9%	0.3	0.6
COc1ccccc1NC(=O)CN1C(=O)C(C)SC(C)C1=O (stereo not given)
→ -1.4%	6.2%	5.6%	-14.3	-6.0%	1.3%	-2.2%	-3.6	1.3
COc1ccc(-c2cc(C(=O)Nc3c(C)n(C)n(-c4ccccc4)c3=O)c3ccccc3n2)cc1
→ -16.0%	0.9%	-4.0%	-20.1	-12.2%	-15.8%	8.3%	3.5	3.8
CCOc1ccc(CCNC(=O)c2ccc(C)c(N3CCCC3=O)c2)cc1OCC
→ -13.5%	-5.6%	-7.8%	-28.5	0.9%	-23.1%	1.0%	-1.6	-2.1
NS(=O)(=O)c1ccc(CCNC(=O)CSc2ccc3ccccc3c2)cc1
→ 9.1%	-17.0%	-0.9%	-2.4	-0.9%	-28.2%	-1.2%	-2.7	-0.3
CSc1ccccc1-c1nnc(-c2ccccc2)o1
→ 259.3%[activator]	-8.3%	6.3%	-29.0	0.0%	2.7%	-1.4%	-13.5	0.3
CC(C)(C)c1ccc(OCCCC(=O)NC2=NCCS2)cc1
→ 16.8%[57.4 µM]	-0.8%	3.3%	4.4	7.0%	13.1%[11.4 µM]	0.9%	3.1	0.4
COc1ccc(CNC(=O)c2csc(Cc3ccc(Cl)cc3)n2)cc1
→ -22.1%	1.5%	1.4%	nt	1.8%	-9.3%	-3.7%	-5.9	nt
O=S(=O)(c1ccccc1C(F)(F)F)N1CCN(CC(O)COc2ccccc2F)CC1 (stereo not given)
→ i	9.3%	-9.4%	-5.5	2.1%	12.9%	-2.2%	-10.1	-0.4
O=c1c2ccccc2n(Cc2c(F)cccc2Cl)c(=O)n1CCc1ccccc1
→ -28.1%	1.5%	1.4%	nt	-1.1%	-2.8%	-1.4%	-3.3	0.4
COc1ccc2ccccc2c1/C=N\n1c(C)cc(C)c(C(N)=O)c1=O
→ -17.1%	nt	-3.2%	-0.4	-20.6%	-9.0%	-2.0%	-3.2	-1.1
COc1ccc(N(CC(=O)Nc2c(C)n(C)n(-c3ccccc3)c2=O)S(=O)(=O)c2ccc(C)cc2)cc1OC
→ ?	6.6%	?	34.6*	3.9%	10.5%	0.2%	-6.1	2.0
Fc1ccc(-[n+]2nc(Nc3ccccc3)sc2-c2ccc(OCc3ccccc3)cc2)cc1
→ 39.8µM*	22.1%	-6.0%	9.1	4.8%	-24.8%	-2.9%	-3.7	0.1
CC(C)NC(=O)Cn1c(SCC(=O)N2CCCc3ccccc32)nc2ccccc21
→ -4.6%	-2.4%	-9.8%	-13.4	0.9%	-4.9%	-2.4%	-10.5	-2.6
CCOC(=O)c1sc(=S)n(-c2ccccc2Cl)c1SC
→ -25.8%	nt	-6.9%	5.0	-14.6%	5.7%	-1.3%	-0.7	-0.2
CCn1c(=O)c2c(cnn2C)c2ccccc21
→ ?	-15.6%	6.0%	-18.0	1.3%	-30.7%	-5.0%	2.6	0.0
COc1ccc(N2CCN(C(CNC(=O)C(C)C)c3ccc4c(c3)OCO4)CC2)cc1 (stereo not given)
→ 9.4%	0.1%	-8.9%	nt	-0.2%	17.0%	-7.4%	-5.5	nt
O=C(CSc1c2c(nc3ccccc13)CCC2)Nc1ccc(F)cc1
→ -2.0%	0.2%	-3.1%	nt	-16.5%	-24.0%	-5.1%	-6.9	0.1

Bioassay records deposited in PubChem by National Center for Advancing Translational Sciences (NCATS).

Some of the compounds tested; rates above refer to the full screens.
